CHO-K1 Ca PAM: M1 PAM counterscreen hit in parental CHO-K1 cells; AID 602247; hit rate 0.02% among 360,000; ATP EC20, Fluo-8 calcium fluorescence; 0% at ATP EC20, 100% at ATP max; activation, % at 3 µM;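 active = activation above the run cutoff, the mean activation of all test compounds plus 3 SD, cut at about 40% in these data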;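 note: peak over basal fluorescence ratio in a 140 s read after ATP addition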
CHO-K1 Ca ag: M1 agonist counterscreen hit in parental CHO-K1 cells; AID 602248; hit rate 0.48% among 360,000; activation, % at 3 µM; Fluo-8 calcium fluorescence; scaled to maximal ATP response, vehicle zero; in the data active = activation above about 15%;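 note: untransfected CHO-K1 host cells lacking M1 receptor as counterscreen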
TAAR1 antag: antagonists of human TAAR1; Q96RJ0; CHO RD-HGA16 TAAR1, Fluo-8 calcium fluorescence, antagonist; inhibition, % at 3 µM; hit rate 1.5% among 360,000; AID 624466;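 active = inhibition above a per-plate cutoff, the mean inhibition of test compounds on that plate plus 3 SD, cut at about 49% in these data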;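 note: 0% = DMSO plus EC80 beta-PEA response and 100% = DMSO alone without agonist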
Target sequence (Q96RJ0 whole entry, looked up): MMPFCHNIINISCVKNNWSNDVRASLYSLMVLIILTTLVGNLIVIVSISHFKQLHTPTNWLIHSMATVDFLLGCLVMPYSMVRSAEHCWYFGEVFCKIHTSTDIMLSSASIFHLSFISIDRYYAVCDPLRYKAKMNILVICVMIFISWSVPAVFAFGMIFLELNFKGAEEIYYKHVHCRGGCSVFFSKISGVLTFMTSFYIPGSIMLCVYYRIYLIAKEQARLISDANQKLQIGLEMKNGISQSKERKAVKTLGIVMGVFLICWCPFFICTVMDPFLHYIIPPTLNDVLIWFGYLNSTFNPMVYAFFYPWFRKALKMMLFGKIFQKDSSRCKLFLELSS
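Test system: CHO RD-HGA16 cells bearing hTAAR1 | Reagent: β-PEA, EC80 | Compound dosing: 3 µM, single point | Schedule: Dye loading 75 min at 37 °C, then 30 min room temperature | Signal: Calcium fluorescence with Fluo-8 | Evaluation: Percent inhibition of PEA-evoked calcium signal, max/basal emission ratio | Control set: DMSO-only wells and EC80 β-PEA-stimulated wells | Repeats: Singlicate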
CHO parental Ca: counter-screen: ATP calcium response change in parental CHO cells; parental CHO-K1, ATP-induced calcium, Fluo-8 fluorescence; inhibition, % at 5.6 µM; hit rate 0.63% among 330,000;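 active = inhibition above that plate's mean sample inhibition plus 3 SD, cut at about 26% in these data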;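 note: 0% = ATP-challenged DMSO wells and 100% = DMSO wells without ATP; some compounds past the cut are filed as inactive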
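Test system: parental CHO cells; detection: calcium-sensitive Fluo-8 fluorescence; evaluation: percent inhibition of calcium signal; also added: ATP as calcium-mobilizing challenge; repeats: one well per compound; control set: ATP-challenged DMSO wells low, unchallenged DMSO wells high; compound: single nominal dose of 5.6 µM per compound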
OXTR ag: human OXTR agonism | activation, % at 3 µM | CHO-OTR cells, Fluo-8 calcium fluorescence; normalized: DMSO 0%, oxytocin 100% | P30559 | hit rate 0.32% among 320,000;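 active = activation above the mean of all tested compounds plus 3 SD, cutoff set per screening run, cut at about 20% in these data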;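 note: peak over basal fluorescence ratio from a 100 s FLIPR kinetic read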
Target sequence (P30559 whole entry, looked up): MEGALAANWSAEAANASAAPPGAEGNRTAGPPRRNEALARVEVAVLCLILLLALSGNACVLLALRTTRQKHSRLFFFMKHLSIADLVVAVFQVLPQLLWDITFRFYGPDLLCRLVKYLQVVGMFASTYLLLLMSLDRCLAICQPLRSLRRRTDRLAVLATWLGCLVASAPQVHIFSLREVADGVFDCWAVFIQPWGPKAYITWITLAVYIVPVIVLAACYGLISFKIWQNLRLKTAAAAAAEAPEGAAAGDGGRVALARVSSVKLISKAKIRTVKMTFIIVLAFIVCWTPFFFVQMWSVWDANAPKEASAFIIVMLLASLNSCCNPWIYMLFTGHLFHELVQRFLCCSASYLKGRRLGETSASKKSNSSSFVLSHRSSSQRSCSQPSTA
OXTR potentiator: potentiates the human oxytocin receptor response; CHO-OTR cells, Fluo-8 calcium fluorescence, potentiator mode; 0% = oxytocin EC15, 100% = EC100; activation, % at 3 µM; hit rate 0.061% among 320,000; AID 2445;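 active = activation above that plate's cutoff, the mean activation of tested compounds plus 3 SD, cut at about 6.6% in these data, passing the limit was not always enough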;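 note: 100% uses oxytocin at 75 nM as the full agonist control; some results filed as inactive read as strong as hits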
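Dosing: Single dose, 3.0 µM nominal final compound concentration | Material: Human OTR in CHO cells | Technique: Kinetic Fluo-8 calcium fluorescence | Benchmarks: EC15 oxytocin alone as 0%, 75 nM oxytocin as 100% | Probe or stimulus: Oxytocin at about EC15, sub-maximal agonist stimulus | Incubation: Compound 6 min at room temperature before oxytocin, 100 s read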
GPR7 antag: human neuropeptides B/W receptor 1 antagonism; P48145; GPR7-expressing cells, fluorescence antagonist assay; inhibition, % at 4.4 µM; hit rate 1.1% among 290,000; AID 1861; in the data active = inhibition above about 16%, passing the limit was not always enough;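 note: cells stimulated with the agonist NPW; 0% = agonist with vehicle and 100% = vehicle without agonist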
Target sequence (P48145 whole entry, looked up): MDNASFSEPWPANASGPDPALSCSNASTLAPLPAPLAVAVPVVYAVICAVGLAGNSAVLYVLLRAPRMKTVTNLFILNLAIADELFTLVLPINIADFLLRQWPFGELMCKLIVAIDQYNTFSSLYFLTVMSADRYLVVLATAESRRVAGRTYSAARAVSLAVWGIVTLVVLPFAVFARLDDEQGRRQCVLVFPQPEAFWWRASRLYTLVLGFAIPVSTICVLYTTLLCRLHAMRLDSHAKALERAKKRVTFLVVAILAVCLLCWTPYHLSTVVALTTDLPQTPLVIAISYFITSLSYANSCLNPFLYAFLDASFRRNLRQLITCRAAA
V1R ag counter: counter-screen for oxytocin receptor agonists: human V1a receptor agonists | P37288 | CHO-V1R cells, Fluo-8 calcium fluorescence, agonist mode; 0% DMSO, 100% 3 nM vasopressin | activation, % at 3 µM | hit rate 0.25% among 320,000;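 active = activation above the mean activation of all tested compounds plus 3 SD, per screening run, cut at about 20% in these data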;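 note: signal is peak over basal fluorescence ratio across a 100 second FLIPR read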
CHO-K1 Ca antag: counter-screen for M1 antagonists: effect in parental CHO-K1 cells. inhibition, % at 3 µM. hit rate 0.6% among 360,000. ATP-induced calcium, Fluo-8 fluorescence. AID 602250;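 active = inhibition above a per-plate cutoff, the plate's mean sample inhibition plus 3 SD, cut at about 24% in these data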;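 note: 0% = DMSO plus EC80 ATP and 100% = DMSO alone without ATP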
Numbers without * were called inactive; · = no result given. This is a subset; rates above refer to the full screens.

SMILES	CHO-K1 Ca PAM	CHO-K1 Ca ag	TAAR1 antag	CHO parental Ca	OXTR ag	OXTR potentiator	GPR7 antag	V1R ag counter	CHO-K1 Ca antag
COP(=O)(OC)C1(O)C(=O)Nc2ccc(Br)cc21 (centres undefined)	7	0.5	-4	0	0.8	-12	-8	0.5	-6
Cc1ccc(CN2CCC3CCC(C3)C2)c(O)c1 (centres undefined)	10	1.3	6	·	·	·	·	·	-17
CCN1CCN(C(=O)Cc2coc3cc(C)cc(C)c23)CC1	15	0.2	1	-31	-0.7	-1	-6	-0.3	-8
COc1ccc(C2CN(C)CC2C(=O)c2ccc(C)cc2)cc1Cl (centres undefined)	9	1.6	-18	-17	2.6	-7	7	1.2	-14
Clc1ccccc1Nc1ncnc(-n2cccc2)n1	5	0.0	1	-19	-2.6	-1	-14	-1.2	2
COc1ccc(-n2c(O)c(/C=C3\C=Nc4ccc(Br)cc43)c(=O)[nH]c2=O)c(OC)c1	1	4.2	8	-1	2.7	-11	22	2.3	-10
O=C(Nc1ccc(Br)cc1)c1nn(C23CC4CC(CC(C4)C2)C3)cc1Br	6	0.1	-1	-10	0.4	-6	-11	0.4	-2
O=c1[nH]c2ccccc2n1C1CCN(C(CCc2ccccc2)c2nnnn2C2CCCCC2)CC1 (centres undefined)	0	4.8	58*	·	·	·	·	·	-9
Cc1ccc(N2C(=O)CC(=O)NC2=O)cc1Cl	19	1.0	-5	-11	0.1	-13	7	0.3	-11
COC(=O)CC(=O)c1ccc2c(c1)OCO2	4	-0.2	-5	-8	-0.7	2	·	0.6	-5
COc1ccc(-n2nnnc2C(CCSC)N2CCC(n3c(=O)[nH]c4ccccc43)CC2)cc1 (centres undefined)	16	5.3	55*	·	·	·	·	·	5
CC(=O)N1CC(=O)Nc2ccc(Br)cc2C1c1ccc(F)cc1 (centres undefined)	-7	-0.1	5	-21	-1.0	-8	15	1.8	-9
COC(=O)C1=C(c2cccc(C#N)c2)C[C@@H]2CC[C@H]1N2C(=O)NCc1cccc2ccccc12	21	0.9	0	-22	-1.7	-2	·	-0.5	-17
Nc1ccccc1Cl	-1	-0.1	-2	-7	2.0	-2	·	-0.2	-7
CC(C)C1(C)N=C(c2ncccc2C(=O)O)NC1=O (centres undefined)	-9	0.6	5	13	0.7	-1	16	-0.4	0
CCOC(=O)[C@]12Cc3c(cc(OC)c(OC)c3OC)[C@H]1N(C(C)C)C(=O)c1cc(OC)ccc12	0	3.1	-20	·	·	·	·	·	-2
CN1CCN(c2ccccc2N)CC1	19	0.5	-6	-4	-0.1	-10	-14	0.6	-17
CC[C@H]1CN2CCC1C[C@@H]2[C@@H](O)c1ccnc2ccc(OC)cc12 (some centres undefined)	13	0.5	-8	·	·	·	·	·	-2
CCOC(=O)[C@]12Cc3ccccc3[C@H]1N(C1CCCCC1)C(=O)c1cc(OC)ccc12	5	2.2	-19	·	·	·	·	·	12
CN(c1ccc(OCC(=O)N2CCN(C/C=C/c3ccccc3)CC2)cc1)S(=O)(=O)c1cccs1	0	14	4	2	10	-8	2	7.8	-1

Retrieved one by one from the list above:
SMILES	CHO-K1 Ca PAM	CHO-K1 Ca ag	TAAR1 antag	CHO parental Ca	OXTR ag	OXTR potentiator	GPR7 antag	V1R ag counter	CHO-K1 Ca antag
CCOC(=O)[C@]12Cc3c(cc(OC)c(OC)c3OC)[C@H]1N(C(C)C)C(=O)c1cc(OC)ccc12	0	3.1	-20	·	·	·	·	·	-2
CC(=O)N1CC(=O)Nc2ccc(Br)cc2C1c1ccc(F)cc1 (centres undefined)	-7	-0.1	5	-21	-1.0	-8	15	1.8	-9
CC(C)C1(C)N=C(c2ncccc2C(=O)O)NC1=O (centres undefined)	-9	0.6	5	13	0.7	-1	16	-0.4	0

(further entries)
SMILES	CHO-K1 Ca PAM	CHO-K1 Ca ag	TAAR1 antag	CHO parental Ca	OXTR ag	OXTR potentiator	GPR7 antag	V1R ag counter	CHO-K1 Ca antag
O=C1NC(=S)SC1=Cc1ccc(N(CCCl)CCCl)cc1	2	2.4	19	·	·	·	·	·	15
COC(=O)C1=C(c2ccc(F)cc2F)C[C@@H]2CC[C@H]1N2C(=O)N1CCC(O)CC1	-15	-0.7	-12	-4	-1.2	-1	·	-1.0	-12
CCOC(C(=O)OCCCN(CC)CC)(c1ccccc1)c1ccccc1	22	1.1	-9	-8	3.1	-1	11	1.4	-20
Cc1cc(C)n(-c2ccc(NN=C(C#N)C#N)cc2)n1	-1	21*	24	27	19	-19	1	18	14
CN1CCN(C(=O)COc2ccc3ccccc3c2)CC1	-8	1.1	5	1	1.0	-5	-10	0.2	-14
CCCCn1c(O)c(C=NCCN2CCCCC2)c(=O)[nH]c1=O	10	-0.2	-10	-4	-0.3	-5	-5	0.2	-9
CS(=O)(=O)CCN1CC2CCCC(C2)C1	-18	-0.1	0	·	·	·	·	·	-8
O=C1NC(=O)N(c2ccccc2)C(=O)/C1=C/c1ccc([N+](=O)[O-])s1	19	2.2	14	-5	0.6	-1	-1	0.7	-10
O=P(O)(O)Cc1c(Cl)cccc1Cl	15	-0.8	14	2	-0.7	-10	7	-0.1	2
CCOC(=O)C1(CCc2ccccc2)CCN(Cc2ccc(NC(C)=O)cc2)CC1	20	2.4	-2	-14	1.1	-7	9	1.5	-14
CC(=O)C1CCC2C3C(N4CC4)CC4=CC(=O)CCC4(C)C3CCC12C (centres undefined)	26	1.4	12	·	·	·	·	·	-18
COC(=O)N(c1ccccc1)P1(=S)OCCO1	22	0.7	5	-6	0.7	-11	1	1.1	-9
COc1ccc(CNCCc2ccc3c(c2)OCO3)cc1Br	5	10	1	-26	2.9	-7	14	5.4	-22
C[C@]12CCC3C(C(=O)C[C@H]4C[C@@H](O)CC[C@]34C)C1CCC2=O (some centres undefined)	-1	0.3	-19	-7	0.3	1	·	0.5	-1
Cc1c(Cl)cccc1N1C(=O)NC(=O)/C(=C\c2cc(C)n(-c3cccc(C(=O)O)c3C)c2C)C1=O	-2	0.7	-14	2	-0.6	-8	-8	0.0	21
N#CCCn1cc(C(=O)Nc2ccccc2Br)c(-c2ccc([N+](=O)[O-])cc2)n1	3	1.1	1	-5	1.3	-11	-10	1.3	-6
CC1CCCN(C(=O)c2ccc(N3CC4CC(C3)c3cccc(=O)n3C4)c([N+](=O)[O-])c2)C1 (centres undefined)	5	0.0	-8	-6	-1.4	-16	-4	-0.1	-2
CC(=O)O[C@H]1CC[C@@]2(C)[C@H](C1)C(=O)C[C@H]1[C@@H]3CC[C@@H]4[C@@H](CN5C[C@@H](C)CC[C@H]5[C@@]4(C)O)[C@@H]3C[C@@H]12	-12	0.5	-2	-14	-0.4	-9	-13	0.5	23
COc1ccc(C(SCC(NC(=O)OCc2ccccc2)C(=O)O)c2ccc(OC)cc2)cc1 (centres undefined)	13	-0.6	-6	·	·	·	·	·	3
CCC(=O)Nc1ccc(Cl)c(Cl)c1	20	0.9	-17	·	·	·	·	·	-18
OC(CNC1CCCCC1)c1ccccc1 (centres undefined)	-8	-0.1	-12	-6	1.0	-9	-13	-0.3	12
CSc1ncc(CN2CCCC(C(=O)c3sccc3C)C2)cn1 (centres undefined)	14	1.8	-8	-10	0.5	2	-3	0.5	1
CCN1C[C@]2(CO)CC[C@H](OC)[C@@]34C5C[C@H]6[C@H](OC)C5[C@](O)(C[C@H]6OC)[C@@H](C(OC)C23)[C@@H]14 (some centres undefined)	13	-0.1	0	-13	1.2	1	·	0.8	-1
O=C(c1ccccc1)c1cn(CC(=O)N2CCCc3ccccc32)c2ccccc12	15	3.7	18	-29	-2.0	-15	10	2.3	-5
N#CC1=C(N)Oc2c(c(=O)oc3ccccc23)C1c1ccccc1OC(=O)c1cccs1 (centres undefined)	-6	0.3	7	-1	0.5	3	-12	-0.8	10
CCN(CC)CCNCC(=O)Nc1ccc(Cl)cc1C(=O)c1ccccc1	-4	0.3	-4	-28	-0.3	0	-5	0.5	9
O=C1N(c2cccc(Cl)c2)C(c2cccnc2)N2CCCN12 (centres undefined)	21	0.9	-4	-8	0.9	-4	-3	0.2	-16
COCCCN=Cc1c(O)[nH]c(=S)[nH]c1=O	3	0.1	0	3	1.2	1	-13	1.0	3
CCn1c(O)c(/C=N/NC(=O)c2ccncc2)c(=O)[nH]c1=S	24	0.8	-6	-4	0.9	2	-4	0.9	-6
Cc1ccc2c(c1)c(=O)c1c3n2CCN(CC2CO2)C3CC1 (centres undefined)	-7	-0.1	7	3	0.7	-3	-19	1.6	12
c1ccc2[nH]c(CCN3CCCCC3)nc2c1	-4	0.4	-8	·	·	·	·	·	-6
CCOP(=O)(OCC)c1cc(C)c(O)c(C(C)(C)C)c1	16	0.9	-21	-1	-0.6	5	-8	0.0	-19
COc1ccc(NP(=O)(Nc2ccc(OC)cc2)Oc2ccccc2)cc1	21	3.6	28	-8	3.7	-20	7	7.9	-12
Cc1c(Br)c(=O)oc2cc(OCC(=O)N3C[C@H]4C[C@@H](C3)c3cccc(=O)n3C4)ccc12	12	0.5	-16	-6	0.1	3	2	0.7	2
CN1C(=O)N(C)C(=O)C(NS(=O)(=O)c2ccc(N)cc2)(c2ccccc2)C1=O	15	3.2	-29	·	·	·	·	·	-17
CC(=O)O[C@H]1C(=O)[C@@]2(C)C([C@H](OC(=O)c3ccccc3)[C@]3(O)C[C@H](OC(=O)[C@H](O)[C@@H](NC(=O)Cc4ccccc4)c4ccccc4)C(C)=C1C3(C)C)[C@]1(OC(C)=O)CO[C@@H]1C[C@@H]2O (some centres undefined)	-2	-0.6	5	-20	0.6	4	-1	-0.3	0
COC(=O)C1=C(c2cccc(OCc3ccccc3)c2)C[C@@H]2CC[C@H]1N2C(=O)NCCOc1ccccc1	19	0.3	26	-20	4.5	-6	·	2.5	-14
CCOC(=O)CC1=C(C(=O)OCC)C2(C(=O)Nc3ccccc32)C(C#N)=C(N)O1 (centres undefined)	19	0.1	9	-14	0.3	0	2	-0.4	-9
C#CCOC(=O)C1=CCCN(C)C1	17	0.6	-12	-3	0.0	-6	·	0.3	-12
CN(C)c1ccc(C2C3C=CC(C3)C2(C#N)C(=O)O)c(Br)c1 (centres undefined)	0	1.1	5	-5	0.9	-4	-18	0.2	-13
COc1ccc(N2CCN(C(CNC(=O)Oc3ccccc3)c3cccnc3)CC2)cc1 (centres undefined)	22	0.3	-2	-12	0.4	-2	-12	0.5	-14
O=C(O)C1(c2ccc(Cl)cc2)CCC1	12	0.1	2	7	0.3	-10	-13	0.4	-2
Nc1ccc(Br)cc1C(=O)c1ccccc1	15	-0.1	-9	0	-1.6	-20	-5	-1.4	-10

Assay outcomes: PubChem BioAssay, The Scripps Research Institute Molecular Screening Center
